DENV2 CPE rescue = inhibitors of DENV2 cytopathic effect, primary screen, cell-based, plate reader, single concentration; DENV2-infected cells, cytopathic effect rescue; CPE inhibition, % at 9.99 µM; actives 1.7% (n = 350,000); AID 651640, 2012; in the data active = CPE inhibition above about 20%, passing the limit was not always enough; inconclusive = no clear call, values can overlap the other calls; tested in BHK-21 cells;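 note: 0% = median of neutral control wells and 100% = median of positive control wells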
ERAP1 inh = human ERAP1 aminopeptidase inhibitors, primary screen, biochemical, single point, plate reader. Endoplasmic reticulum aminopeptidase 1 (Homo sapiens), Q9NZ08. recombinant ERAP1, Leu-AMC fluorescence, 60 min. inhibition, % at 10.7 µM. actives 0.15% (n = 340,000). AID 652197, 2013;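 active = mean replicate inhibition of at least 30%, or all replicates individually reaching that 30% level; inactive = mean below 30% and not every replicate reaching it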;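 note: 0% = neutral control wells and 100% = L-leucinethiol positive control wells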
ERp5 block = inhibitors of ERp5-driven insulin aggregation, primary screen, biochemical, turbidity, absorbance 650 nm, single point; Protein disulfide-isomerase A6 (Homo sapiens), Q15084; 90 min; inhibition, % at 9.99 µM; actives 0.05% (n = 350,000); AID 651711, 2012;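 active = mean replicate inhibition above about 25%, with every replicate also reaching it, limit read from the data, passing the limit was not always enough; inconclusive = only one of those two criteria met; inactive = neither criterion met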
Target sequence (Q15084 whole entry, looked up): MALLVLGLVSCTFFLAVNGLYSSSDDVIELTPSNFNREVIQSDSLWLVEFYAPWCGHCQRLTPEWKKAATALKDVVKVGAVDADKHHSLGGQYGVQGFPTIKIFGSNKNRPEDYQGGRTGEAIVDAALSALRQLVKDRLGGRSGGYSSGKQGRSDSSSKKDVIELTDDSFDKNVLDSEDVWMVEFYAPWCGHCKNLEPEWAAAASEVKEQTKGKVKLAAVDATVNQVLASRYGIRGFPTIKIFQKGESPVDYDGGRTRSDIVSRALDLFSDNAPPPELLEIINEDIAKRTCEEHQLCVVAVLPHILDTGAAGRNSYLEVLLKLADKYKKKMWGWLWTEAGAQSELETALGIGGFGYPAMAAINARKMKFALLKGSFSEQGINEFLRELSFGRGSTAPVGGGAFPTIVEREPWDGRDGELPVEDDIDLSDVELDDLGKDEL
SIRT5 inh = SIRT5 desuccinylase inhibitors, primary screen, biochemical, fluorescence imaging, single point, set 5. NAD-dependent protein deacylase sirtuin-5, mitochondrial (Homo sapiens), Q9NXA8. Purified SirT5, succinyl-peptide AMC, trypsin-coupled fluorescence. inhibition, % at 15 µM. actives 1.1% (n = 330,000). AID 652115, 2013; in the data active = inhibition above about 15%; inconclusive = no clear call, values can overlap the other calls
Target sequence (Q9NXA8 whole entry, looked up): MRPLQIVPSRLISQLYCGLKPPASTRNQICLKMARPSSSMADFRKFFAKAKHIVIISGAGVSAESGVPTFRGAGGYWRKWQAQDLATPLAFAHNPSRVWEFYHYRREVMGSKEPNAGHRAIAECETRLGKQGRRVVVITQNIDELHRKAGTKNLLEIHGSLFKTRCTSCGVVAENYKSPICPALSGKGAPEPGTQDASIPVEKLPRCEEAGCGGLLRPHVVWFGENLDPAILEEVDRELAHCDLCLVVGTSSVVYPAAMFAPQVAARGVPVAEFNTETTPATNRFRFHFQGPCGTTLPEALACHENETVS
CFTR F508del cor = F508del CFTR correction, initial screen, CFBE line, single point; CFBE cells, YFP halide quenching; stimulated with forskolin plus potentiator P3; % fluorescence drop versus neutral controls; activity (quench increase), % at 7.58 µM; actives 0.36% (n = 350,000);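 active = mean added fluorescence quench of at least 8% versus neutral control, with both replicates also reaching 8%; inconclusive = only one of the mean or replicate conditions met; inactive = mean below 8% and not both replicates reaching 8%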;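 note: cells transiently co-express mutant CFTR-F508del with the halide-sensitive YFP; corrector assay measuring rescue of mutant channel to the surface after 24 h compound exposure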
CASP6 VEID inh = human caspase-6 inhibitors, primary screen, biochemical, VEID-R110 fluorescence, single point, set 2 | P55212 | purified caspase-6, Z-VEID-R110 cleavage fluorescence | inhibition, % at 12.5 µM | actives 0.53% (n = 350,000) | AID 686996, 2013;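 active = mean inhibition across replicates at least about 35%, with every replicate also reaching that limit, limit read from the data; inconclusive = only one of the two criteria met; inactive = neither criterion met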;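 note: 0% = median of neutral control wells and 100% = no fluorescence left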
Target sequence (P55212 24-179 limits assumed): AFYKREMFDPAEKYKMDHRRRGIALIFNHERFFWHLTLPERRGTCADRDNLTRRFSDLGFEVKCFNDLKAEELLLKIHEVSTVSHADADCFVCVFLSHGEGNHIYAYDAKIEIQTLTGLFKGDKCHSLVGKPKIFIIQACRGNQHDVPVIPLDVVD
Target sequence (P55212 194-293 limits assumed): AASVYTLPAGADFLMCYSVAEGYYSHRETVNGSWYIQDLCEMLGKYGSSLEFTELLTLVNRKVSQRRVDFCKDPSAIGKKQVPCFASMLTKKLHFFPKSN
miR-122 sensor = miR-122 Renilla sensor signal increase in Huh7, primary screen, miR-122 inhibitor project, cell-based, single point, plate reader. Huh7 miR-122 Renilla luciferase sensor, 48 h; neutral wells = 0, positive control = 100. activation (reporter increase), % at 12.5 µM. actives 0.3% (n = 340,000). AID 602342, 2012;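 active = mean replicate activation score at least 90 and every replicate individually at or above 90; inconclusive = only one of the two criteria met; inactive = neither criterion met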;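 note: higher luciferase means less miR-122 activity so hits act as miR-122 inhibitors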
* = called active by the depositor; ? = inconclusive; . = not tested or not shown; & = joins results of further samples; [ ] = remark or other dose. Hits appear at their usual frequency; about 4% have a hit in one of these screens.

The opening 2 compounds as a preview:
DENV2 CPE rescue	ERAP1 inh	ERp5 block	SIRT5 inh	CFTR F508del cor	CASP6 VEID inh	miR-122 sensor	SMILES
.	2	1	-5	.	1	-4	CC(C)C(c1nnnn1C1CCCC1)N1CCCc2ccccc21 (stereo not given)
-2	1	.	-1	1.8	3	.	COc1ccc(N2C(=S)NC3CS(=O)(=O)CC32)cc1 (stereo not given)

Results (from the top)
DENV2 CPE rescue	ERAP1 inh	ERp5 block	SIRT5 inh	CFTR F508del cor	CASP6 VEID inh	miR-122 sensor	SMILES
.	2	1	-5	.	1	-4	CC(C)C(c1nnnn1C1CCCC1)N1CCCc2ccccc21 (stereo not given)
-2	1	.	-1	1.8	3	.	COc1ccc(N2C(=S)NC3CS(=O)(=O)CC32)cc1 (stereo not given)
-9	-1	0	.	-0.9	-1	-7	COc1ccc(NC(=O)c2ccc3nc(C)c(N(C)C(=O)CCc4ccccc4)n3c2)cc1OC
?	0&0	-5&0	0	-0.2&-0.5	0	-3	C[C@H]1C=C(C(=O)NCc2nc3ccccc3[nH]2)O[C@@H](OCc2ccc(CO)cc2)C1
-2	-4	-18	-4	2.0	0	.	C=CCOc1ccc(/C=C/C(=O)OCC(=O)NC2CCCCCC2)cc1
-10	0	-2	-4	-2.3	1	-1	c1cncc(-c2cn(C[C@H]3CC[C@@H]([C@@H]4CC[C@H](Cn5cc(-c6cccnc6)nn5)O4)O3)nn2)c1
-16	26	4	-4	0.0	6	.	CN1CCN(C2Cc3cc(Cl)ccc3Sc3cc(F)ccc32)CC1 (stereo not given)
7	-1	-2	2	-3.4	5	3	CC(C)=CCN1CCN(Cc2cnc(C)s2)CC1CCO (stereo not given)
-6	4	7	-9	1.4	8	-11	N#C/C(=C\c1c(Oc2ccccc2F)nc2ccccn2c1=O)C(=O)NC1CCS(=O)(=O)C1 (stereo not given)
5	0	-1	1	-1.9	-2	.	CC(=O)c1ccc(NC(=S)NCc2ccco2)cc1
-3	.	.	.	2.3	.	-14[16.7 µM]	CC(=O)N1[C@@H](CO)[C@H](c2ccc(-c3ccc(F)cc3)cc2)[C@@H]1CNC(=O)C1CC1
1	1	3	-3	0.1	0	58	Cc1nc2cc(NC(=O)NC(C)(C)C)ccc2n1C
?	2	.	-1	0.8	2	.	CCOC(=O)c1ccc(N=NN(C)C)cc1
-4	.	.	.	-2.1	.	5[16.7 µM]	C[C@@H]1CN([C@H](C)CO)C(=O)Cc2cc(NC(=O)Cn3cnnn3)ccc2O[C@@H]1CN(C)C(=O)Nc1cccc2ccccc12
0	-5	-6	.	.	0	.	Cc1ccc(-n2c(-c3cccs3)nc3nc4ccccc4nc32)cc1
-8	-1	-1	-2	-1.5	-1	-4[16.7 µM]	C[C@H](CO)N1C[C@H](C)[C@H](CN(C)S(=O)(=O)c2cn(C)cn2)Oc2ncc(-c3cccc(C(F)(F)F)c3)cc2C1=O
4	1	-4	-1	-3.0	-4	.	CCN1CC(=O)N2[C@H](CO)[C@@H](c3ccc(Br)cc3)[C@@H]2C1
4	-6	3	-3	-0.1	2	5	O=C(COC(=O)c1ccc(Cl)nc1)Nc1cccc(S(=O)(=O)N2CCCCC2)c1
-1	-3	-7	0	-0.8	-1	.	O=C(Nc1cc(F)ccc1F)N[C@H]1CC[C@@H](CC(=O)N2CCc3ccccc3C2)O[C@H]1CO
7	3	0	0	-4.3	-1	.	CCCc1cc(=O)n2[nH]c(-c3cccc(Br)c3)cc2n1
5	1&-1	6&5	-2	-0.5	1&7	3	Cc1cc(C)cc(N(C(=O)c2sc(C)nc2C)C(C(=O)NCc2ccco2)c2ccccc2)c1 (stereo not given)
4	1	-3	4	-2.0	-2	-3	O=c1c(Cc2c(F)cccc2Cl)c(O)ccn1C1CC1
-4	0	1	2	0.5	2	.	Cc1[nH]nc(-c2cccnc2)c1N=NN(C)C
0	4	-1	.	3.4	-4	.	CO[C@H]1CN(C)C(=O)c2cc(NS(C)(=O)=O)ccc2OC[C@@H](C)N(C(=O)c2ccc3c(c2)OCO3)C[C@@H]1C
32*	-5	5	-77	0.2	1	.	CCN1[C@@H]2Cn3c(ccc(/C=C/c4ccccc4)c3=O)[C@H]1[C@@H](C(=O)NC1Cc3ccccc3C1)[C@@H]2CO
?	4	-2	-1	.	-8	.	C[N+]1(CCCCSc2ccc(O)cc2)CCCCC1
3	-6	-6	3	3.5	.	-7[16.7 µM]	C[C@H](CO)N1C[C@H](C)[C@H](CN(C)S(=O)(=O)c2ccc(F)cc2)Oc2ccc(NC(=O)Nc3ccccc3)cc2C1=O
-1	0	1	-4	-2.4	-1	0	COc1ccc(CN2CCN(C(C)C)C(CCO)C2)cc1Cn1cncn1 (stereo not given)
-5	2	1	0	0.3	0	3	c1ccc(CNc2ncn[nH]2)cc1
.	-1	3	-5	2.3	0	.	N#Cc1cccn1-c1nccc(-c2cccs2)n1
-4	-2	3	-1	-0.6	0	.	COc1ccc(OC)c(C(=O)c2ccccc2)c1
-3	.	1	.	1.0	1	.	COc1cccc(NC(=O)CSc2nnc(-c3ccc(C)cc3)o2)c1
88*	-2	-3	-4	-1.0	2	-3	Cn1c(C(=O)N/N=C/c2ccccc2)cc2ccccc21
3	.	-3	-3	0.4	-3	2	CSC1=C(C#N)C2(CCCCC2)C(C(=O)Nc2ccccc2)=C(C)N1
5	-2	2	2	-1.3	0	3	CCN(CC(=O)Nc1c(F)cccc1F)C(=O)c1ccc(S(=O)(=O)N2CCCC2)cc1
4	0	1	0	2.2	1	3	Cc1ccc(NC(=O)C2COc3ccccc3O2)cc1 (stereo not given)
1	0	-1	-21	-1.1	1	1[16.7 µM]	CC=Cc1ccc2n(c1=O)C[C@H]1[C@H](CO)[C@@H](C(=O)NCCC)N(C(=O)CC3CC3)[C@@H]21 (mixture of isomers)
-9	1	0	1	.	4	-3	C=CCNC(=O)c1ccc(-c2ccc([N+](=O)[O-])cc2)o1
4	1	0	-31	-0.4	8	7	COc1ccc(C(=O)CC(=O)C(=O)Nc2ccc([N+](=O)[O-])cc2C)cc1
-1	.	-3	-1	-4.2	-1	1	Cn1cc(Cc2ccc(C(=O)N3CCOCC3)cn2)c2ccccc21
5	-1	-3	33*	2.1	-2	31[16.7 µM]	C[C@@H]1CN([C@H](C)CO)C(=O)Cc2cc(NC(=O)Nc3ccc(F)cc3)ccc2O[C@@H]1CN(C)Cc1ccc2c(c1)OCO2
-11	-1	0	-1	-2.1	0	.	O=C(NCc1ccccc1)C(c1ccc(F)cc1)N1CCN(C(=O)C2CCCO2)CC1 (stereo not given)
-5	3	3	-3	3.2	-1	1	COC(=O)c1ccc(NC(=O)Cn2nc(C(=O)Nc3ccc(C)cc3)ccc2=O)cc1
1	0	2	-3	5.4	2	.	CNc1snc(C)c1C(=O)OCC(=O)c1ccc(Cl)cc1
10	.	.	.	0.6	.	-6[16.7 µM]	O=C(C[C@H]1CC[C@@H]2NC[C@H](O)COC[C@H]2O1)Nc1nccs1
-1	-1	-1	-4	0.0	0	2[16.7 µM]	C[C@@H]1CN([C@H](C)CO)C(=O)Cc2cc(NS(=O)(=O)c3cn(C)cn3)ccc2O[C@@H]1CN(C)S(=O)(=O)c1ccccc1
.	3	4	-1	3.6	-4	-6	COc1ccc(CN2CC(C(=O)NCCC(C)C)CC2=O)cc1 (stereo not given)
6	6	-3	.	-0.7	-1	.	Cc1nc(S(=O)(=O)Cc2ccccc2Cl)nc2c1CCC2
-3	2	-2	.	1.4	2	-3[16.7 µM]	CC(C)NC(=O)Nc1ccc2c(c1)C(=O)N([C@H](C)CO)C[C@H](C)[C@H](CN(C)C(=O)Nc1ccc(F)cc1)OCCCC[C@@H](C)O2
48*	.	.	.	-5.2	.	-10[16.7 µM]	C[C@H]1CCCCO[C@@H](CN(C)C(=O)Nc2ccc3c(c2)OCO3)[C@@H](C)CN([C@@H](C)CO)C(=O)c2cc(NC(=O)NC3CCCCC3)ccc2O1

Just CFTR F508del cor and CASP6 VEID inh, for some of the entries so far:
SMILES | CFTR F508del cor | CASP6 VEID inh
Cn1c(C(=O)N/N=C/c2ccccc2)cc2ccccc21 | -1.0 | 2
CSC1=C(C#N)C2(CCCCC2)C(C(=O)Nc2ccccc2)=C(C)N1 | 0.4 | -3
CCN(CC(=O)Nc1c(F)cccc1F)C(=O)c1ccc(S(=O)(=O)N2CCCC2)cc1 | -1.3 | 0

Going on with the list.
DENV2 CPE rescue	ERAP1 inh	ERp5 block	SIRT5 inh	CFTR F508del cor	CASP6 VEID inh	miR-122 sensor	SMILES
-7	0	-4	1	0.9	11	7	O=C(O)CCn1cc(/C=C2\NC(=S)N(c3ccccc3)C2=O)c(-c2ccc(Br)cc2)n1
2	.	7	-1	-0.7	1	.	CC[C@@H]1Cc2[nH][nH]c(=O)c2[C@H](c2ccc(Cl)cc2)O1
-23	-2	1	4	2.6	1	27[16.7 µM]	CC(C)CC#Cc1ccc([C@H]2[C@H](CO)N3CCCCN(S(=O)(=O)c4ccc(F)cc4)C[C@@H]23)cc1
.	4	2	-3	-1.7	1	6	COc1cc(C(=S)N2CCCC2)ccc1OS(=O)(=O)c1ccc(NC(C)=O)cc1
-3	2	-5	1	-1.7	0	-7	CCc1nnc(NC(=O)c2oc3ccc(Br)cc3c2C)s1
5	4	8	1	-1.5	0	.	Cc1ccccc1C(=O)c1cccn1CC(=O)N1CCCCC1
-17	-1	-8	-10	1.9	-2	-4[16.7 µM]	O=C(Cc1ccccn1)N1CC[C@@H]2[C@H](CO)Nc3ccc(-c4cccc(F)c4)cc3[C@@H]21
13	.	1	.	-4.7	3	2	O=c1[nH]c2ccc(Br)cc2c(-c2ccccc2)c1CN1CCOCC1
0	3	-6	.	-1.6	11	.	O=C(CCCl)N(Cc1nc2ccccc2c(=O)[nH]1)Cc1cccs1
?	-5	6	6	-3.0	1	3[16.7 µM]	C[C@@H]1CN([C@H](C)CO)C(=O)Cc2cc(NS(=O)(=O)c3ccc(Cl)cc3)ccc2O[C@H]1CN(C)S(=O)(=O)c1ccc(Cl)cc1
-3	-5	0	-2	-1.5	0	.	CCN(CC(=O)Nc1ccc2c(c1)OCCO2)S(=O)(=O)c1ccccc1
-10	-1	1	-7	-1.8	-4	-3	COC(=O)c1ccc(CSC2=NC[C@@H]3[C@@H]4C(=O)N(Cc5ccccc5)C(=O)[C@@H]4[C@](Cc4ccccc4)(C(=O)OC)N23)cc1
3	-1	-5	1	2.1	-8	-3	Cc1nn(C(C)CC(=O)O)c(C)c1Br (stereo not given)
-4	1	-9	2	-1.7	3	.	Cc1cc2c3c(c1)C(C)CC(C)(C)N3C(=O)C2=O (stereo not given)
7	-2	2	-4	0.6	2	0	Cc1ccc(C(C(=O)NCc2ccccc2)N(Cc2ccco2)C(=O)c2snc(C(N)=O)c2N)o1 (stereo not given)
10	2	-5	-7	-0.9	-2	-2	CSc1ccccc1OCc1cc(C(=O)NCC(C)Oc2cccnc2)no1 (stereo not given)
3	-1	1	-3	-1.8	-4	3	C/C(CC(=O)Nc1cc(C)ccn1)=N\NC(=O)c1ccncc1
5	-1	-2	5	-3.5	1	.	O=C(CN1C(=O)c2ccc([N+](=O)[O-])cc2C1=O)NCC1CCCO1 (stereo not given)
1	-3	-6	1	-0.8	1	.	O=C(C[C@@H]1CC[C@H](NC(=O)C2CC2)[C@@H](CO)O1)NCC1CC1
11	5	2	1	-1.8	0	.	O=C(C[C@@H]1CC[C@H]2[C@@H](COC[C@H](O)CN2CC2CCCC2)O1)NCc1ccc(Cl)cc1
15	-3	1	-2	-0.2	0	3	COP1(=O)C=C[C@H](N(Cc2ccccc2)S(=O)(=O)c2ccccc2[N+](=O)[O-])[C@@H](C)O1 (stereo not given in full)
2	-1	-8	-2	.	0	6	Cc1cc(C)c(S(=O)(=O)c2cc(F)ccc2C)c(Cl)n1

Screening results (PubChem BioAssay)
